Compound activity deposited in PubChem by NCI.
NCI-60 one-dose screen, 48 h, at 10 µM unless noted. Numbers give growth in % (100 = growth as untreated, 0 = no growth, -100 = all killed).
CAKI-1 – CAKI-1 renal cancer. hit rate 4.7% among 75,000. AID 1794772
RXF 393 – RXF 393 renal cancer cells; hit rate 6.9% among 77,000; AID 1794773
786-0 – 786-0 renal cancer cells; AID 1794775; hit rate 5.1% among 81,000
SN12C – SN12C renal cancer cells | hit rate 3.8% among 81,000
ACHN – ACHN renal cancer. hit rate 4.9% among 81,000
UO-31 – UO-31 renal cancer; AID 1794768; hit rate 5.2% among 81,000
TK-10 – TK-10 renal cancer cells. hit rate 3.9% among 81,000
U251 – U251 CNS tumor cells; hit rate 5.4% among 80,000; AID 1794753
A498 – A498 renal cancer cells. hit rate 5.4% among 76,000
* = called active by the depositor; x = not tested or not shown. The calls were made as follows: active = growth percent below 10; inactive = the rest.

The opening 18 records, ahead of the listing:
item	Compound	UO-31	TK-10	A498	SN12C	RXF 393	CAKI-1	ACHN	U251	786-0
1	Cc1ccc(/C=C2\N=C(c3ccccc3)N(c3ccc(-c4nc5ccc(C)cc5s4)cc3)C2=O)cc1	28	94	57	53	89	68	77	72	x
2	CCC/C=C/C=N/N1C(=S)N(CC)[C@]23OC(N)=C(C#N)[C@]12C(=O)c1ccccc13	76	120	108	106	115	x	99	105	99
3	Cc1ccc(S(=O)(=O)NCCCNc2cc(-c3cn(C(C)(C)C)nc3-c3cccc(O)c3)ccn2)cc1	73	107	85	65	60	60	62	58	57
4	COc1ccccc1CO	94	113	x	109	105	x	104	104	106
5	COc1ccc([C@@H]2[C@@H](O)C(=O)N2c2cc(OC)c(OC)c(OC)c2)cc1	30	75	-21*	25	24	26	27	4.4*	19
6	CC[C@H](C)[C@H](NC(=O)[C@@H](NC(=O)[C@@H](Cc1c[nH]cn1)NC(=O)[C@@H](Cc1ccccc1)NC(=O)[C@@H]1CCCN1C(=O)[C@@H](Cc1ccccc1)NC(=O)[C@H](C)NC(=O)[C@H](CCCCN)NC(=O)[C@@H](CS)NC(=O)[C@@H](Cc1ccccc1)NC(=O)[C@@H](NC(C)=O)[C@@H](C)O)[C@@H](C)CC)C(=O)N[C@H](CCCNC(=N)N)C(=O)N[C@H](CCCNC(=N)N)C(=O)N[C@H](CCCNC(=N)N)C(=O)N[C@H](CCCNC(=N)N)C(=O)N[C@H](CCCNC(=N)N)C(=O)N[C@H](CCCNC(=N)N)C(=O)N[C@H](CCCNC(=N)N)C(=O)N[C@H](CCCNC(=N)N)C(=O)O	89	96	82	94	113	86	101	105	x
7	O=c1oc2ccc(Br)cc2cc1-c1cs/c(=N/N=C\c2ccc(Cl)cc2)n1/N=C/c1ccc(Cl)cc1	94	80	98	91	107	106	112	96	97
8	COc1cc(-c2nnc(-c3nc4ccccc4nc3Cl)o2)cc(OC)c1OC	81	109	95	105	95	85	97	98	105
9	Cc1ccc(-n2c(-c3cc(-c4cccnc4)n(-c4ccccc4)n3)n[nH]c2=S)cc1	67	117	89	98	135	64	98	89	110
10	O=C(O)c1ccccc1-c1c2cc([N+](=O)[O-])c(=O)c(Br)c-2oc2c(Br)c(O)c([N+](=O)[O-])cc12	60	104	91	98	94	93	97	103	108
11	O=C(Nc1cc(-c2cccnc2)nc(NCCCN2CCOCC2)n1)c1ccc(F)cc1Cl	77	97	81	92	102	90	102	92	89
12	OC(c1cc(-c2ccccc2)nc2ccc(Cl)cc12)C1CCCCN1 (stereo not drawn)	21	71	65	66	56	34	22	22	67
13	O=C(C1=Cc2cc3ccccc3n2Cc2cnnn21)c1ccc(Cl)cc1	64	120	122	99	96	94	99	101	99
14	CCC(C)[C@H](NC(=S)Nc1cc(C(F)(F)F)cc(C(F)(F)F)c1)C(=O)N1CCC[C@H]1C(=O)N1CCC[C@H]1C(=O)OC (stereo partly drawn)	90	98	x	93	96	79	87	80	102
15	O=C(NCCc1ccccc1)c1c(-c2ccccc2)[n+](=O)c2ccc(Cl)cc2n1[O-]	75	150	82	107	x	x	100	98	97
16	O=C1S/C(=C\c2ccco2)C(=O)N1/N=C/c1ccco1	90	106	94	102	104	84	105	99	96
17	CCOC(=O)c1c(NC(=O)c2ccc(C(F)(F)F)cc2)sc2c(CN(C)C)c(O)ccc12	74	107	98	93	98	87	101	107	103
18	CCOc1cccc2cc(C(=O)CSc3nc4ccccc4c(=O)n3-c3ccccc3)c(=O)oc12	73	102	74	85	91	97	101	89	102

Results (from the top)
item	Compound	UO-31	TK-10	A498	SN12C	RXF 393	CAKI-1	ACHN	U251	786-0
1	Cc1ccc(/C=C2\N=C(c3ccccc3)N(c3ccc(-c4nc5ccc(C)cc5s4)cc3)C2=O)cc1	28	94	57	53	89	68	77	72	x
2	CCC/C=C/C=N/N1C(=S)N(CC)[C@]23OC(N)=C(C#N)[C@]12C(=O)c1ccccc13	76	120	108	106	115	x	99	105	99
3	Cc1ccc(S(=O)(=O)NCCCNc2cc(-c3cn(C(C)(C)C)nc3-c3cccc(O)c3)ccn2)cc1	73	107	85	65	60	60	62	58	57
4	COc1ccccc1CO	94	113	x	109	105	x	104	104	106
5	COc1ccc([C@@H]2[C@@H](O)C(=O)N2c2cc(OC)c(OC)c(OC)c2)cc1	30	75	-21*	25	24	26	27	4.4*	19
6	CC[C@H](C)[C@H](NC(=O)[C@@H](NC(=O)[C@@H](Cc1c[nH]cn1)NC(=O)[C@@H](Cc1ccccc1)NC(=O)[C@@H]1CCCN1C(=O)[C@@H](Cc1ccccc1)NC(=O)[C@H](C)NC(=O)[C@H](CCCCN)NC(=O)[C@@H](CS)NC(=O)[C@@H](Cc1ccccc1)NC(=O)[C@@H](NC(C)=O)[C@@H](C)O)[C@@H](C)CC)C(=O)N[C@H](CCCNC(=N)N)C(=O)N[C@H](CCCNC(=N)N)C(=O)N[C@H](CCCNC(=N)N)C(=O)N[C@H](CCCNC(=N)N)C(=O)N[C@H](CCCNC(=N)N)C(=O)N[C@H](CCCNC(=N)N)C(=O)N[C@H](CCCNC(=N)N)C(=O)N[C@H](CCCNC(=N)N)C(=O)O	89	96	82	94	113	86	101	105	x
7	O=c1oc2ccc(Br)cc2cc1-c1cs/c(=N/N=C\c2ccc(Cl)cc2)n1/N=C/c1ccc(Cl)cc1	94	80	98	91	107	106	112	96	97
8	COc1cc(-c2nnc(-c3nc4ccccc4nc3Cl)o2)cc(OC)c1OC	81	109	95	105	95	85	97	98	105
9	Cc1ccc(-n2c(-c3cc(-c4cccnc4)n(-c4ccccc4)n3)n[nH]c2=S)cc1	67	117	89	98	135	64	98	89	110
10	O=C(O)c1ccccc1-c1c2cc([N+](=O)[O-])c(=O)c(Br)c-2oc2c(Br)c(O)c([N+](=O)[O-])cc12	60	104	91	98	94	93	97	103	108
11	O=C(Nc1cc(-c2cccnc2)nc(NCCCN2CCOCC2)n1)c1ccc(F)cc1Cl	77	97	81	92	102	90	102	92	89
12	OC(c1cc(-c2ccccc2)nc2ccc(Cl)cc12)C1CCCCN1 (stereo not drawn)	21	71	65	66	56	34	22	22	67
13	O=C(C1=Cc2cc3ccccc3n2Cc2cnnn21)c1ccc(Cl)cc1	64	120	122	99	96	94	99	101	99
14	CCC(C)[C@H](NC(=S)Nc1cc(C(F)(F)F)cc(C(F)(F)F)c1)C(=O)N1CCC[C@H]1C(=O)N1CCC[C@H]1C(=O)OC (stereo partly drawn)	90	98	x	93	96	79	87	80	102
15	O=C(NCCc1ccccc1)c1c(-c2ccccc2)[n+](=O)c2ccc(Cl)cc2n1[O-]	75	150	82	107	x	x	100	98	97
16	O=C1S/C(=C\c2ccco2)C(=O)N1/N=C/c1ccco1	90	106	94	102	104	84	105	99	96
17	CCOC(=O)c1c(NC(=O)c2ccc(C(F)(F)F)cc2)sc2c(CN(C)C)c(O)ccc12	74	107	98	93	98	87	101	107	103
18	CCOc1cccc2cc(C(=O)CSc3nc4ccccc4c(=O)n3-c3ccccc3)c(=O)oc12	73	102	74	85	91	97	101	89	102
19	O=C1CSC(=Nc2ccccc2)N1C1=CSC2=N/C(=C\c3ccc(Cl)cc3)C(=O)N12	79	108	109	104	109	81	101	x	101
20	Cc1cc(Br)ccc1-n1cc(C#N)c(N)c1C(=O)c1ccc(C#N)cc1	80	92	105	100	109	91	99	102	97
21	O=C(/C=C\c1ccc([N+](=O)[O-])cc1)c1ccc(NC2=CC(=O)c3ccccc3C2=O)cc1	63	134	89	95	93	84	92	105	99
22	O=C(Nc1sc2c(c1C(=O)O)CCCC2)c1ccc(Cl)cc1	92	120	106	96	115	101	102	102	103
23	O=CNC(=O)/C=C/C(=O)O	96	104	105	100	108	91	101	116	103
24	COc1ccc(/C=C/c2nc(Nc3ccc(N)cc3)c3ccccc3n2)cc1	83	76	x	88	102	68	82	93	96
25	O=C1CC2CC=CCN2C=C1N1CCCCC1=O (stereo not drawn)	94	106	113	113	113	97	107	92	98
26	COc1ccc(/C=C(/C(=O)c2ccccc2)S(=O)(=O)c2ccc(C)cc2)cc1	81	109	92	91	95	90	102	90	101
27	O=C(CNc1ccc(Cl)cc1)Nc1ccc(-c2nc3ccccc3s2)cc1	65	118	x	47	84	20	23	26	27
28	O=c1oc2ccc(I)cc2c(=O)n1-c1ccc(Br)cc1F	5.6*	1.0*	-62*	0.6*	3.1*	-18*	1.0*	0.3*	4.6*
29	O=C(CCl)OCc1ccc([N+](=O)[O-])o1	98	110	108	111	97	91	103	101	102
30	Cc1cccc(Cl)c1NC(=O)c1ccc2nc(NC(=O)NC3CCN(C)CC3)sc2c1	84	84	104	74	x	100	102	80	91
31	COc1ccc(C/C(C)=C(\c2ccc(Cl)cc2)c2ccc(OCCN3CCCCCC3)cc2)cc1	68	90	92	78	93	84	86	65	86
32	COc1nnc2c3cc(Br)cc(Br)c3n(C)c2n1	76	x	83	100	101	92	90	97	103
33	O=C(Nc1ccc(Cl)cc1)C1(C(=O)Nc2ccc(Oc3ncnc4scc(Nc5n[nH]c(=S)s5)c34)cc2)CC1	66	146	120	98	103	73	79	97	100
34	COc1ccc(-n2nc(C(=O)Nc3ccc(F)cc3)nc2-c2cc(OC)c(OC)c(OC)c2)cc1	52	112	67	92	x	x	90	x	84
35	CCCCOc1nc2ccc(Cl)cc2cc1-c1cc(-c2ccc(Cl)cc2)nc(-c2ccc(Cl)cc2)c1	87	106	104	97	104	97	102	103	105
36	O=C(Nc1cccc([N+](=O)[O-])c1)N(c1ccccc1)c1ccccc1	80	107	53	104	111	95	105	93	101
37	CCOC(=O)C1=C(C)NC(SCc2cc(=O)oc3ccc(OC)cc23)=N[C@@H]1c1cccc2ccccc12	68	101	x	93	106	86	88	98	89
38	O=C(/C=C/C=C/c1c(C2CC2)nc2ccccc2c1-c1ccc(F)cc1)c1cccs1	-44*	22	-22*	38	-54*	x	-43*	-19*	20
39	O=S(=O)(c1ccc(Cl)cc1)c1cnc(-c2ccccc2)o1	85	92	77	100	113	91	98	102	99
40	O=C1c2ccccc2C(=O)c2cc(SC(=S)N3CCOCC3)c(Cl)cc21	77	128	124	96	137	91	109	105	108
41	Clc1ccc2c(NCCCn3cnc4c(N5CCCCC5)nc(Cl)nc43)ccnc2c1	61	79	63	79	105	74	86	87	85
42	CC(=O)Nc1ccc2c(c1)C(=O)c1ccc(Cl)cc1-2	76	131	113	96	98	92	94	98	100
43	O=NN(Cc1cccnc1)Cc1cccnc1	98	88	101	97	96	97	106	94	101
44	CC(=O)NC1(C(=O)O)CCCC1	100	117	105	114	x	111	105	107	110
45	CCOC(=O)Nc1nccs1	88	104	100	98	108	103	104	99	100
46	COc1ccc2[nH]c(=O)cc(-n3ncc(/C(C)=N/Nc4ccc(S(N)(=O)=O)cc4)c3C)c2c1	87	111	93	92	94	99	96	101	113
47	Cc1cc2cc3ccc(N(C)C)cc3nc2cc1N	19	9.9*	-2.0*	-26*	-38*	30	0.1*	-2.3*	8.3*
48	O=C1CSC(=S)N1	83	114	64	105	108	103	109	97	114
49	COc1nccnn1	100	93	93	97	x	108	100	100	104
50	O=C(NC[C@H]1CN(c2ccc(N3CCC(C(=O)O)CC3)cc2)C(=O)O1)c1ccc(Cl)s1	72	112	109	99	110	87	95	101	104
51	O=S(OCCN1CCOCC1)C(c1ccccc1)c1ccccc1 (stereo not drawn)	88	102	x	110	119	109	110	102	108
52	Cc1nc2sc(C(=O)Nc3cccc4c3OCCO4)c(N)c2cc1C(C)O (stereo not drawn)	44	56	-4.5*	40	-5.1*	41	45	29	43
53	O=C1/C(=C\c2ccc(Cl)cc2)CN(C(=O)c2ccccc2)C/C1=C\c1ccc(Cl)cc1	2.4*	95	84	37	-22*	32	47	-74*	7.4*
54	CNC(=O)[C@H](O)[C@@H](N)Cc1ccccc1	95	95	104	99	109	102	105	100	100
55	COc1cccc(/C=N/N=C(N)N)c1OC	82	107	99	110	107	88	101	97	107
56	NC(=O)c1ccc(-c2c3ccccc3cc3c2ccc2ccccc23)cc1	57	70	70	73	23	62	57	43	52
57	CN(C)c1ccc(C2SCC(=O)N2NC(=O)c2ccc(NC(=O)c3ccccn3)cc2)cc1 (stereo not drawn)	85	105	77	102	111	100	104	100	98
58	Cc1ccc2c(c1)NCCN2	71	108	77	98	109	93	94	107	103
59	Cn1cc(-c2nnc(N)nc2-c2c[nH]c3ccc(Br)cc23)c2cc(Br)cnc21	42	38	39	63	17	33	61	62	46
60	O=C(O)CC(=O)Nc1ccccc1	88	107	86	105	104	98	106	107	109

The list continues:
item	Compound	UO-31	TK-10	A498	SN12C	RXF 393	CAKI-1	ACHN	U251	786-0
61	CC/C(=C(/c1ccc(Cl)cc1)c1ccc(OCCN)cc1)c1ccc(Cl)cc1	78	104	102	83	88	83	93	92	100
62	CSc1nn(-c2ccccc2)c2ncnc(NCc3ccccc3)c12	79	109	87	102	105	87	105	100	97
63	CN(C)CCCNC(=O)c1cc(NC(=O)c2cc(NC(=O)c3cc(NC(=O)c4nccn4C)cn3C)cn2C)cn1C	98	98	125	103	118	107	104	90	91
64	O=C(CCCCCCCn1cc(-c2cccnc2)nn1)Nc1ccccc1-c1ccccc1	62	84	83	26	80	17	55	31	53
65	Cc1cnc(SCc2ccccc2)nc1N(C)C	80	92	78	95	95	x	114	87	91
66	Cc1ccc(N2NC(C(=O)N(C)C)=NCC2=O)cc1	93	98	98	97	x	x	106	106	94
67	Cc1nn(-c2ccccc2)c2c1-c1ccccc1CO2	97	131	90	108	102	95	105	97	100
68	S=c1[nH]c(-c2ccccc2)cs1	96	133	102	96	94	98	103	96	100
69	NS(=O)(=O)c1ccc(Nc2ccnc(SCC(=O)c3ccccc3)n2)cc1	84	104	111	96	113	89	101	98	102
